Source: PubChem (several laboratories)
KKLEB cytotox = cytotoxicity in KKLEB CF airway cells, primary screen, cytotoxicity control for CF NF-kB inhibitor project, cell-based, uHTS, fluorescence assay plates; actives 0.36% (n = 360,000); activity change (cytotoxicity), % at 5 µM; KKLEB CF airway cells viability, ATPlite luminescence, overnight; stronger effect = lower value; cells stimulated with P. aeruginosa culture filtrate; AID 602141, 2011;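 active means corrected activity change at or below -50% at 5 µM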
Shn3 3UTR inh = reduction of Shn3 3'UTR firefly luciferase signal, primary screen, Schnurri-3 inhibitor project, cell-based, Clone20 osteoblasts, set 2; Clone20 osteoblast Shn3 3'UTR firefly luciferase, 24 h; inhibition, % at 12.5 µM; actives 0.52% (n = 360,000); AID 588674, 2011;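 active means mean inhibition of at least 75% with every replicate also reaching 75%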;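 further: 0% = median of neutral control wells and 100% = pilot-screen positive control compound; some compounds past the cut are filed as inactive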
TROY signal inh = inhibitors of TROY-driven NF-kB signaling, primary screen, Q293 LMP1-TROYcd cells, NF-kB luciferase, uHTS; AID 1347056, 2019; inhibition, % at 10 µM; Q293 LMP1-TROYcd NF-kB luciferase reporter, 4 h; actives 0.98% (n = 360,000);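 active means compounds whose plate-normalised and pattern-corrected inhibition of the luciferase reporter signal at the single screening dose is 50% or more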
TWEAK Fn14 block = inhibitors of TWEAK-Fn14 signaling, primary screen, luciferase reporter cells, uHTS; TWEAK-stimulated Fn14 reporter cells, luciferase luminescence, 8 h; inhibition, % at 10 µM; actives 2% (n = 360,000); in the data active means inhibition above about 50%
NR2E3 ag-1 = NR2E3 agonists in two-hybrid cells, primary screen, cell-based, luminescence, CHO-S, Gal4-NCOR/VP16-NR2E3; AID 602229, 2012; luciferase; inhibition of corepressor binding, % at 3.98 µM; Photoreceptor-specific nuclear receptor (Homo sapiens), Q9Y5X4; actives 0.35% (n = 360,000);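 active means inhibition above the mean of all tested compounds plus 3 SD, cut at about 70% in these data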;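 further: 0% = DMSO with NR2E3 transfected cells and 100% = cells lacking NR2E3 construct; higher means lower luciferase signal from less NR2E3 corepressor binding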
Target sequence (Q9Y5X4 whole entry, looked up, the tested form may be a part): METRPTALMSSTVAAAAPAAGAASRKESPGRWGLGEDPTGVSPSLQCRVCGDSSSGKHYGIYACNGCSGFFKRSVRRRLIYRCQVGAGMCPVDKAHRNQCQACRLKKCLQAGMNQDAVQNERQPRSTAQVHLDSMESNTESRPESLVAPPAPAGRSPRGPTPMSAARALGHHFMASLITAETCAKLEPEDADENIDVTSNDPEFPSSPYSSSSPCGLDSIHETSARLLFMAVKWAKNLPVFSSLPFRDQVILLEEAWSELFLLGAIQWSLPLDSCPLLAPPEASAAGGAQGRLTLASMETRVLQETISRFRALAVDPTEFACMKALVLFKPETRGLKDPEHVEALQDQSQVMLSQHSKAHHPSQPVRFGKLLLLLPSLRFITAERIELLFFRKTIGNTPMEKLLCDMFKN
NR2E3 ag-2 = inhibitors of NR2E3-RetCOR corepressor binding, primary screen, NR2E3 agonist project, biochemical, TR-FRET, GST-NR2E3, biotin-RetCOR; inhibition of corepressor binding, % at 4.78 µM; 1536-well; actives 0.12% (n = 320,000); AID 2300, 2010;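 active means percent inhibition above the cutoff of mean plus 3 SD of all tested compounds, set per screening campaign, cut at about 20% in these data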;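 further: 0% = DMSO wells and 100% = biotin wells as full block of FRET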
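Material: NR2E3–RetCOR corepressor complex / Amount: 1.35 nM GST-NR2E3 / Medium: Tris pH 7.5 / Compound: single nominal compound dose of 4.8 µM / Incubation: 5 h at 4 °C / Technique: TR-FRET, Eu(K)-anti-GST donor, streptavidin-D2 acceptor, ex 340, em 617/671 nm / Read-out basis: percent loss of FRET ratio relative to control wells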
C8 TRAIL sens = viability loss with TRAIL in NB7+C8 cells, primary screen, TRAIL sensitizer project, cell-based, ATPlite luminescence | inhibition (viability loss, TRAIL sensitization), % at 10 µM | AID 624354, 2012 | actives 1% (n = 360,000);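 active means compounds causing at least 50% loss of cell viability in the single-dose screen, relative to plate controls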
CF NFkB inh = inhibitors of PAF-induced NF-kB signaling, primary screen, cell-based, GFP fluorescence, uHTS; KKLEB NF-kB-GFP reporter, GFP fluorescence overnight; actives 0.86% (n = 360,000); inhibition, % at 5 µM; AID 588850, 2011;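 active means at least 50% inhibition at 5 µM, scaled per plate between neutral and stimulator controls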;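 further: PAF is a Pseudomonas aeruginosa culture filtrate used as stimulus; plate controls were PAF-stimulated DMSO wells for no effect and unstimulated DMSO wells for full effect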
HIF-2a block = HIF-2a reporter inhibitors, primary screen, luminescence, 786-0 RCC cells. 786-0 RCC cells HIF-2a reporter, luciferase luminescence, overnight. inhibition, % at 18.8 µM. actives 0.72% (n = 360,000). AID 624352, 2012;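 active means inhibition of the luminescence signal of 40% or more relative to plate controls, in a single-dose primary screen at 18.75 µM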
TRPM1 prom inh = inhibitors of MITF-dependent TRPM1 promoter reporter, primary screen, cell-based, SK-MEL-5, single point, luciferase. SK-MEL-5 TRPM1 promoter luciferase, 24 h. inhibition, % at 12.5 µM. actives 0.83% (n = 330,000);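 active means mean inhibition across replicates of 60% or more, whatever share of single replicates reaches that level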; further: values of inactives mirror those of a sister screen read the other way
Peg3 prom inh = Peg3 promoter-driven luciferase inhibitors, primary screen, cell-based, HeLa, luciferase luminescence. HeLa PEG-Prom luciferase reporter, overnight. inhibition, % at 20 µM. actives 1.7% (n = 360,000). AID 588405, 2011;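 active means inhibition of at least 50% at 20 µM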
An asterisk follows results filed as active; · = not tested or not shown.

SMILES	KKLEB cytotox	Shn3 3UTR inh	TROY signal inh	TWEAK Fn14 block	NR2E3 ag-1	NR2E3 ag-2	C8 TRAIL sens	CF NFkB inh	HIF-2a block	TRPM1 prom inh	Peg3 prom inh
Cc1ccc(NC(=O)c2oc3ccc(S(=O)(=O)N4CCC5(CC4)OCCO5)cc3c2C)cc1C	3	39	18	47	-14	-3	23	-1	18	12	41
CCNc1nc(NCC)n2c(SCC(=O)NCC3CCCCC3)nnc2n1	-4	22	0	-5	-15	-2	-15	3	8	3	4
C=CCNc1nc2ccccc2nc1NS(=O)(=O)c1cccs1	4	-6	15	2	-8	-1	-2	3	17	10	16
CC1=C(C(=O)O)N2C(=O)C(NC(=O)c3ccccc3Cl)C2SC1 (stereo not drawn)	1	-20	11	0	-25	-2	-10	1	5	-5	13
COc1ccccc1S(=O)(=O)Cc1ccc(C(=O)NC(C)c2ccc3c(c2)OCCO3)o1 (stereo not drawn)	-10	12	4	26	14	1	-9	-2	20	4	25
Cc1ccc2[nH]c(CCN(C)C)c(CC#N)c2c1	3	-25	-15	16	-10	0	-1	6	-8	5	7
COC(=O)C1=C(C)OC(N)=C(C#N)C1c1cc(C)sc1C (stereo not drawn)	-1	7	22	4	-11	-1	19	-2	-4	-3	11
OCC[C@H]1C[C@H](O)[C@@H](O)[C@@]2(CCCCO2)O1	-1	1	0	15	-1	-1	-14	8	4	-9	5
Cc1cccc(-n2c(-c3ccoc3C)n[nH]c2=S)c1	4	-11	-8	5	1	-3	-9	1	8	4	-2
CC1(C(=O)NS(=O)(=O)C2CC2)CCCN(C(=O)c2cccc(C(F)(F)F)c2)C1 (stereo not drawn)	-1	-6	-5	0	12	·	-8	-29	-5	·	-7
Cc1ccc(SCc2ccc(C(=O)Nc3cc([N+](=O)[O-])ccc3C)cc2)cc1	6	46	-9	-35	-69	2	4	-2	-39	-6	2
CCn1cc(C2=NC(C)(C)CO2)c2ccccc21	-5	20	-4	0	-30	4	-4	2	8	14	-5
COc1ccc(N2CCN(S(=O)(=O)CCNC(=O)/C=C/c3ccc4c(c3)OCO4)CC2)cc1	6	13	5	-7	14	-1	-2	-15	3	-1	-4
O=C(NC(Cc1ccccc1)c1ccc2c(c1)OCCCO2)c1ccccc1 (stereo not drawn)	9	-10	-6	4	5	-3	5	-2	-22	-7	-22
O=C(CSc1nnc(COc2cccc3cccnc23)o1)c1ccc(F)cc1	8	37	-16	5	-21	3	13	16	16	8	-2
Cc1cc(=O)oc2cc(OCC3CC(c4ccc(Cl)cc4)=NO3)ccc12 (stereo not drawn)	0	3	16	0	23	6	17	-22	-46	-13	-15
CC1CCN(C(=O)Cn2cc(C#N)c3ccccc32)CC1	4	9	6	12	-2	2	-1	10	10	-9	15
COc1ccc(Cn2c(-c3ccc(OC)cc3)nc3ccccc32)cc1	-4	-26	10	7	0	-4	-15	10	-12	-1	-66
CN(C)CCN(C(=O)c1ccc2c(c1)CCCC2)c1nc2c(F)cccc2s1	7	-43	24	6	-9	4	12	-15	-133	-23	-81
O=NN(CC(=O)NN=CC=Cc1ccccc1)CC(=O)NN=CC=Cc1ccccc1	1	2	-29	-43	-12	·	5	-18	-34	·	-12
Cc1ccc(NS(=O)(=O)c2cccc(C(=O)N3CCCCCCC3)c2)cc1	6	-7	0	1	16	1	9	-1	-3	13	-4
O=C1CC(c2ccccc2)Cc2nc(NC3CC3)ncc21 (stereo not drawn)	-6	-15	6	-7	4	-3	-3	7	4	10	6
CCCOC(=O)c1ccc(S(N)(=O)=O)o1	12	-8	9	-6	-4	2	-3	-10	5	-29	14
COC(C[C@@H](O)C[C@H](O)[C@@H](C)OCc1ccccc1)OC	-12	-15	14	3	-3	·	1	-6	7	-6	3
COc1cc2c(cc1OC)C(c1cccs1)N(C(=O)c1ccncc1)CC2 (stereo not drawn)	-17	2	3	-1	-7	3	-24	19	4	12	16

Going on with the list:
SMILES	KKLEB cytotox	Shn3 3UTR inh	TROY signal inh	TWEAK Fn14 block	NR2E3 ag-1	NR2E3 ag-2	C8 TRAIL sens	CF NFkB inh	HIF-2a block	TRPM1 prom inh	Peg3 prom inh
CCCCc1nc(Cl)c(C#N)c2c1CSC(C)(C)C2	-17	-4	0	2	18	2	6	16	22	-8	4
CCOc1ccc(C(=O)NCc2cccnc2)cc1[N+](=O)[O-]	-8	5	-6	2	-17	2	-3	-14	6	-6	9
CC(=O)Nc1ccc(S(=O)(=O)NCCC(=O)OCC(=O)c2ccc(F)c(F)c2)cc1	1	-2	19	-7	-14	-2	-19	-26	12	-7	11
CC(C)CNC(=O)C(=O)NCc1ccccn1	7	-14	-11	-5	-8	1	-4	5	0	-16	-2
CC1=C(C(=O)N2CCOCC2)CC(CC(=O)NCc2cccc3ccccc23)C(=O)N1Cc1ccc(F)cc1 (stereo not drawn)	11	-18	-1	9	1	·	-2	-16	1	·	27
Cc1ccc(CCNC(=O)C2CCN(S(=O)(=O)c3ccc4c(c3)NC(=O)CO4)CC2)cc1	9	-1	-2	-9	-41	1	10	-4	2	-1	-7
COc1cccc(C2CC(c3ccc(Cl)cc3)Nc3nc(N)nn32)c1 (stereo not drawn)	12	4	-7	-32	-8	0	-13	-9	10	7	21
N#Cc1nc(-c2ccccc2)oc1NCC1CCCO1 (stereo not drawn)	2	18	-19	-4	-22	0	6	-1	-41	-8	-28
c1cc2c(cc1Cn1cnnn1)OCO2	2	13	3	-16	-8	1	-7	8	9	6	9
O=C(NCC(=O)N1CCN(C(=O)c2ccccc2)CC1)c1ccccc1	-6	6	-7	4	3	-2	-5	14	0	-7	-3
COc1ccc(C(=O)NNC(=S)NC(=O)c2ccccc2)cc1	-9	2	-12	3	4	4	12	16	21	1	24
CCn1ncc(Cl)c1C(=O)NC(=S)Nc1c(C)cc(C)cc1[N+](=O)[O-]	0	16	7	-4	-1	4	1	12	21	6	21
CCCn1nc(C(=O)Nc2nnc(C3CC3)s2)c2ccccc2c1=O	-9	3	9	-5	14	1	-12	7	19	0	8
O/N=C/c1ccc(OCc2ccccc2F)c(Cl)c1	-12	-87	-63	7	-112	-4	11	-2	-213	-42	-233
COc1cccc(-c2cnc3c(NC(C)=O)cc(-c4cc(F)ccc4OC)cn23)c1	-13	-14	5	25	-47	·	-1	10	-6	·	24
Cn1cccc1CNC(=O)Nc1ccc(Cl)c(Cl)c1	2	2	-3	-11	-49	5	-7	5	-23	-80	-276
CCCCCC(=O)N1C[C@H](n2cc(COC(=O)c3ccccc3)nn2)[C@@H](O)C[C@@H]1c1ccccc1	6	1	6	4	-18	·	2	-29	13	·	7
Cc1cccc(C)c1NC(=O)NN=C1CCCCC1	5	·	15	-3	-7	1	25	-4	-1	-4	2
C#CC1(O)CC(C)N(C)C(C)C1 (stereo not drawn)	-9	-14	3	2	-25	1	-1	4	11	3	1
COc1ccc(CN(CC(=O)NCc2ccc3c(c2)OCO3)C(=O)c2csnn2)cc1	-2	12	6	12	-56	-2	-9	7	9	-2	17
CCn1c(SCC(=O)Nc2ccc3c(c2)OCO3)nnc1-c1cnccn1	1	-2	20	1	10	-2	-8	-19	18	2	18
CC(C)(C)NC(=O)NC(=O)COC(=O)c1cccc(S(=O)(=O)N2CCCCC2)c1	3	17	6	15	0	-3	-6	8	23	-9	11
N#Cc1c(-c2ccc([N+](=O)[O-])cc2)nc2n(c1=O)CCS2	10	-24	-2	4	-45	3	13	-9	-10	-13	12
COc1cc2c(cc1OC)C(c1c(Cl)cccc1Cl)=NCC2	-18	8	8	21	-14	·	-2	7	20	·	16
O=C1CCC([N+](=O)[O-])C(c2ccc(Cl)cc2Cl)N1 (stereo not drawn)	4	-6	-11	9	7	0	-6	0	21	14	14

Next section
SMILES	KKLEB cytotox	Shn3 3UTR inh	TROY signal inh	TWEAK Fn14 block	NR2E3 ag-1	NR2E3 ag-2	C8 TRAIL sens	CF NFkB inh	HIF-2a block	TRPM1 prom inh	Peg3 prom inh
CCOc1ccc(C(=O)COC(=O)c2cc([N+](=O)[O-])ccc2N2CCOCC2)cc1	11	15	-8	11	-34	-4	12	-16	7	28	14
Fc1ccc(Cl)cc1/C=N/n1cnnc1SCc1ccccc1	-1	-1	-13	-18	-5	3	0	-6	9	6	3
[2H]C(CCOS(N)(=O)=O)c1ccc(C(C)(C)C)cc1 (stereo not drawn)	6	1	10	45	-21	3	-12	12	57*	83*	59*
CC(=O)Nc1cccc(C(=O)OC(C)C(=O)NCc2ccc3c(c2)OCO3)c1 (stereo not drawn)	16	-2	-3	8	6	2	-28	-27	4	-8	24
COc1ccc(Cl)cc1NC(=O)CN(C)C(=O)CCSc1ccc(C)cc1	10	-1	-13	-2	5	-2	15	-8	-22	·	-10
CCC(=O)Nc1ccc(-c2nc3ccccc3c(=O)o2)cc1	14	16	12	4	-8	·	48	6	-103	4	-13
CN1CCN(S(=O)(=O)c2ccc(Nc3ccc(F)cc3)nc2)CC1	-5	-12	3	12	1	6	10	3	-1	1	9
N/C(=N\OC(=O)c1ccc([N+](=O)[O-])cc1)c1cccnc1	-2	-91	-46	-23	-54	0	12	-22	-251	-58	-154
COc1ccccc1CC(=O)Nc1c[nH]c(=O)[nH]c1=O	7	-25	-10	-7	0	-1	5	-2	6	5	7
Cc1ccc(S(=O)(=O)N2CCC(C(=O)OCC(=O)N3C(C)CCCC3C)CC2)cc1C (stereo not drawn)	9	17	2	-10	-9	·	6	0	18	·	9
CCCCN(CC)S(=O)(=O)c1ccc(C(=O)Nc2nnc(COC)o2)cc1	-6	-9	-7	1	-15	5	13	-3	10	-1	2
COc1cccc(Nc2nc(-c3ccc4c(c3)OCCO4)cs2)c1	-4	-69	43	33	-119	-2	23	3	-251	-75	-305
C=CCn1c(-c2ccc3[nH]c(C)c(C)c3c2)n[nH]c1=S	8	9	17	-23	7	3	-4	-6	-12	2	-12
COc1ccccc1-c1nc(-c2ccccc2)[nH]c(=O)c1C#N	4	9	6	-23	-12	3	-10	5	7	-3	8
CCC/C(=N\NC(=O)CNC(=O)c1ccc(Cl)cc1)c1ccccc1	8	14	7	8	-11	4	1	-4	8	-3	0
OCCN1CCN(C(=S)c2ccc(Br)cc2)CC1	8	-9	5	5	8	2	8	-15	-3	-6	6

Only part of the results is shown; rates above refer to the full screens.
